Ins promoter up: MIN6 insulin promoter up-regulation | AID 1625 | z-score at 5 µM | MIN6 insulin promoter-GFP reporter, high-content imaging; hits give high values | 0.3% of 190,000 active;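 active = z-score above 3 at 5 µM with at least 500 cells counted in the well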
PMI inhibition: MPI inhibition at elevated mannose 6-phosphate – biochemical, fluorescence intensity, high mannose 6-phosphate, primary screen (AID 1220); one-dose inhibition, % at 20 µM; IC50 in µM for titrated hits; 0.66% of 190,000 active; recombinant PMI enzyme, coupled fluorescence intensity; higher % means a stronger effect
TNAP activation fold: stimulation of alkaline phosphatase TNAP activity – biochemical, luminescent, no phosphate acceptor, uHTS, primary screen (AID 1001) | purified TNAP, luminescent activation assay, no phosphate acceptor; higher activation fold means a stronger effect | one-dose activation fold at 20 µM; EC50 in µM for titrated hits | 0.03% of 200,000 active; in the data active = activation fold from about 3, or a potency from the dose series; inactive = the rest, 99 in 100 with activation fold below about 1.6; note: many of its hits are not listed in these tables
Autophagy HCS: modulators of autophagy. MEF GFP-LC3 puncta imaging; test concentration mostly 10 µM. calls only at 10 µM (by protocol). 0.98% of 190,000 active. AID 463193;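 active = percentage of spot-positive cells more than 3 SD above its plate mean, without a fluorescence outlier flag or 80% toxicity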;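 note: spot-positive cell cutoff set from DMSO-treated cells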
Lipid droplet: modulators of hepatic lipid droplet formation; inhibition, % at 6.5 µM; 0.4% of 240,000 active; AID 1656; AML12 mouse hepatocytes, oleate lipid droplets, BODIPY imaging;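 active = lipid droplet intensity inhibited by at least 50%, with more than 500 cells counted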
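Material – AML12 mouse liver cells · Also added – oleate loading, 100 µM · Compound dosing – 6.5 µM single-point dosing · Times – overnight treatment with compound plus oleate · Measured by – fluorescence imaging, 20x objective, two fields per well · Read-out – percent inhibition of filter-corrected integrated lipid droplet intensity per well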
PMI inhibitors: MPI enzyme activity inhibition – biochemical, fluorescence intensity, coupled assay, primary screen (AID 1209); purified PMI enzyme, coupled fluorescence intensity; higher % means a stronger effect; inhibition, % at 20 µM, or IC50 in µM where a hit was titrated; 0.42% of 190,000 active;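 note: plate controls were DMSO vehicle for no effect and wells lacking substrate for full effect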
T cell modulator: modulates CD8 T cell binding to vesicles; calls only at 7 µM; 0.068% of 330,000 active; 2C CD8+ T cell-vesicle binding, flow cytometry; hits give low values; AID 2052;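 active = response, share of CD8 T cells binding vesicles, and their 90th percentile fluorescence all below set limits, cut at about 80% in these data, passing the limit was not always enough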
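Benchmarks: naked versus QL9-loaded vesicles / Assay system: purified 2C TCR transgenic mouse naive CD8+ T cells / Technique: high-throughput flow cytometry with anti-B7-1 and anti-CD8 staining / Timing: Cell–vesicle co-incubation 1.5 h at 37 °C, staining 20 min on ice / Read-out: percent CD8+ FL2 mean versus row control / Probe or stimulus: QL9-loaded Drosophila micro-vesicles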
b-catenin transl: beta-catenin nuclear translocation modulation; HeLa beta-catenin nuclear translocation, immunofluorescence imaging; nuclear translocation activity, % at 5 µM; 0.3% of 190,000 active;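 active = nuclear translocation activity above 50% at 5 µM, with a well cell count of 50 or more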;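 note: per-cell ratio of nuclear to cytoplasmic median beta-catenin stain intensity; plate controls were DMSO negative control for no effect and GSK-3 inhibitor IX positive control for full effect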
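Assay system: human HeLa cells, native beta-catenin; doses: 5 µM primary, 0.02–20 µM confirmation; incubation: compound treatment 24 h, 37°C, 5% CO2; technique: fluorescence imaging of beta-catenin antibody stain plus DAPI; measure: % activation, nuclear-to-cytoplasmic median beta-catenin signal ratio per cell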
MT stabilize HCS: stabilizes microtubules in HeLa cells; HeLa tubulin immunostaining HCS, 24 h; share of cells brighter than vehicle mean+2SD; % tubulin-high responders, % at 10 µM; 0.83% of 200,000 active; AID 2205;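 active = plate Z-score above 3 for both tubulin-high and condensed-nucleus cell shares, with cell loss under 80%, at 10 µM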;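 note: anti alpha tubulin signal scored within the nucleus-defined area of each cell; some results filed as inactive read as strong as hits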
Ins promoter up cell count: also measured in Ins promoter up; calls as there; cell count; measured here: cytotoxicity, nuclei count;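 total cells summed across four imaged fields per well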
Lipid droplet cells 6.5 µM: recorded beside Lipid droplet, whose call it bears; cell count; measured here: cell count, cytotoxicity flag;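 cells counted across two imaged fields per well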
b-catenin transl cell count 5 µM: further read-out of b-catenin transl, marked with its call; cell count; measured here: cell count, cytotoxicity flag
T cell modulator vesicle-bound %: second read-out of T cell modulator, no call of its own (marks repeat the call); double positive events, %; measured here: CD8+ vesicle-bound cell fraction;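 binding gate set so that unloaded-vesicle control wells show 10% double positive cells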
MT stabilize HCS Hoechst-high %: second read-out of MT stabilize HCS, no call of its own (marks repeat the call); % Hoechst-high responders; measured here: nuclear condensation Hoechst responders;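 share of cells brighter than vehicle mean plus two SD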
MT stabilize HCS cytotoxicity %: recorded beside MT stabilize HCS, whose call it bears; toxicity, %; measured here: cytotoxicity by cell density;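 0% = mean cell density of plate MIN control wells and 100% = no cells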
Autophagy HCS cell loss 18 h: second read-out of Autophagy HCS, no call of its own (marks repeat the call); toxicity, %; measured here: cell loss, nuclei count;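 cell loss after 18 h compound exposure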
* hit, by the source's call; i = inactive; . = not tested or not shown. Cut-off read from the data, not from the text of the source, unless noted: active = inhibition above about 50%; inactive = the rest.

canonical_smiles	Ins promoter up	Ins promoter up cell count	PMI inhibition	TNAP activation fold	Autophagy HCS	Autophagy HCS cell loss 18 h	Lipid droplet	Lipid droplet cells 6.5 µM	PMI inhibitors	T cell modulator	T cell modulator vesicle-bound %	b-catenin transl	b-catenin transl cell count 5 µM	MT stabilize HCS	MT stabilize HCS Hoechst-high %	MT stabilize HCS cytotoxicity %
CCOC(=O)c1c(C)oc(/N=C/c2ccccc2O)c1C#N	0.69	1482	-0.7%	0.9	i	6.5	.	.	-1.4%	i	3.2	2.9	1362	5.5	2.7	11.3
COc1cccc(COC(=O)c2nn(-c3ccccc3)nc2N)c1	-0.37	1543	3.5%	1	i	2.0	-24.6	679	1.0%	i	45.9	2.1	885	4.6	1.9	6.4
Cc1nc(-c2cccc(S(=O)(=O)N3CC(C)CC(C)C3)c2)cs1 (stereo not given)	-2.63	955	1.5%	1.1	i	-12.5	.	.	7.0%	i	54.7	-0.5	1505	2.6	2.4	7.4
COC(=O)CCC(=O)Nc1c(C)n(C)n(-c2ccccc2)c1=O	0.41	1391	-10.9%	1.1	i	-10.4	1.1	703	-1.0%	i	49.0	-0.8	1496	2.8	1.0	1.4
NS(=O)(=O)c1cccc2cccnc12	5.52*	992*	-0.6%	1.1	i	8.9	.	.	-8.1%	i	20.2	-0.3	543	0.8	0.8	8.2
Cc1ccc(NC2=NCC(=O)N2c2ccc3c(c2)OCCO3)c(C)c1	0.14	1149	-20.5%	1.1	i	5.7	33.5	770	-21.7%	i	28.5	-0.2	1053	4.0	1.9	11.1
CN(C)CCNC(=O)C(=O)NCC1OCCCN1S(=O)(=O)c1cccs1 (stereo not given)	0.27	1221	27.5%	1	i	7.7	17.8	670	2.4%	i	42.9	-2.4	574	1.4	2.1	8.1
Cc1ccc(NC(=O)N2CCc3ccccc32)cc1	.	.	-12.0%	1.1	i	0.3	-12.0	738	-6.0%	i	61.4	-0.9	1154	3.4	2.7	0.3
CCOC(=O)C(C)n1cnc2c(nnn2-c2ccc(OC)cc2)c1=O (stereo not given)	-0.84	1349	-10.2%	1.1	i	33.6	.	.	-2.7%	i	26.3	-1.3	858	6.4	2.8	15.3
CCC(=O)Nc1ccc(NC(=O)c2ccccc2Cl)nc1	0.39	803	4.5%	1.1	i	36.8	9.1	718	15.0%	i	29.3	-6.1	1106	3.0	2.5	8.5
CC1CCCCN1C(=O)CSc1nc(C2CC2)nc2c1cnn2-c1ccccc1 (stereo not given)	-0.2	1352	4.4%	1.1	i	11.6	-30.5	691	10.6%	i	15.2	.	.	2.4	2.0	7.4
CC(=O)Nc1ccc(S(=O)(=O)N(C)CC(=O)OCC(=O)Nc2cccnc2Cl)cc1	0.04	1333	6.6%	1.2	i	-2.5	-15.1	624	2.3%	i	13.9	-0.2	931	2.6	3.1	5.6
NC(=O)c1c(-c2cccs2)csc1N	.	.	22.3%	1.2	i	4.7	-2.5	749	34.2%	i	55.7	.	.	2.6	2.5	23.2
COc1cccc2c1C(=O)CC2NC(=O)C(F)(F)F (stereo not given)	0.09	1952	9.5%	1.1	i	-1.8	3.3	659	8.4%	i	27.6	-1.0	1122	1.5	2.3	11.5
Cc1ccc(CNC(=O)c2ccc(S(=O)(=O)Nc3c(C)n(C)n(-c4ccccc4)c3=O)cc2)cc1	-0.19	989	.	.	.	.	24.3	687	.	i	29.7	0.1	1311	.	.	.
CN(C(=O)COC(=O)CNC(=O)c1ccccc1Cl)c1ccccc1	-0.17	1583	-4.2%	1.1	i	24.6	-0.2	707	-2.8%	i	26.6	2.2	971	1.3	1.7	1.2
CCC(C)(C)NC(=O)/C=C/c1cnc2ccccc2n1	-0.12	1264	0.7%	1	i	-4.2	3.7	648	-4.0%	i	17.6	.	.	3.6	3.4	9.6
CC(OC(=O)c1cc[n+]([O-])cc1)C(=O)Nc1ccc(Cl)cn1 (stereo not given)	.	.	2.8%	1.1	i	-9.8	.	.	-3.1%	i	8.2	-2.7	955	1.2	1.9	2.7
Cc1ccc2c(CN3C(=O)NC4(CCCCC4)C3=O)cc(=O)oc2c1C	-1.2	1141	6.7%	1.1	i	-4.7	.	.	7.6%	i	57.2	-3.4	959	5.5	2.5	5.4
CCc1ccc(-c2nc(C(N)=O)c3[nH]c(=O)n(-c4ccccc4OC)c3n2)cc1	-0.06	751	2.1%	1.1	i	32.0	.	.	-2.9%	i	41.3	-0.8	1126	17.2*	39.4*	66.8*
COc1ccc2cc(C#N)c(Nc3cccc(F)c3)nc2c1	-0.45	1415	-3.4%	1.1	i	3.4	-16.5	574	-1.7%	i	20.1	0.7	1063	2.4	1.9	7.7
O=C(O/N=C(\c1ccccc1)c1ccccn1)c1ccc(Cl)c(Cl)c1	0	1821	22.7%	1.1	i	-2.9	15.2	643	23.9%	i	17.3	-0.6	1080	3.1	1.9	7.1
O=c1[nH]c(SCc2ccccc2)nc2c1sc1ccccc12	-0.72	1469	-9.8%	1	i	-0.5	23.3	669	-15.3%	i	41.9	-0.3	1050	1.5	2.1	5.3
Cc1ccccc1OCC(=O)N/N=C/c1c(C)nn(-c2ccccc2)c1Cl	0.14	1300	4.9%	0.9	i	14.1	-2.1	600	7.2%	i	30.0	-1.9	488	4.4	2.5	7.0
Cc1cc(C)nc(NS(=O)(=O)c2ccccc2)n1	0.42	1357	-9.3%	1.1	i	1.9	.	.	-5.9%	i	49.8	-1.6	1160	5.9	2.3	7.0
COC(=O)c1cc(OC)c(OC)cc1NCC(=O)Nc1ccc(OC)c(OC)c1	0.13	1157	42.2%	1	i	3.0	3.7	654	13.8%	i	18.6	.	.	1.5	2.6	12.3
CSCCC(NC(N)=O)C(=O)Nc1cccc(C#N)c1 (stereo not given)	0.12	1210	15.9%	1	i	14.2	-11.7	678	13.5%	i	33.2	-0.2	1079	1.1	1.7	6.2
COc1ccc(/C=C2/C(=O)N=C(N)N2C)cc1OC	1.42	793	-3.7%	1	i	-0.3	5.3	760	2.6%	i	40.0	0.8	1028	2.6	1.8	7.6
CN(CCCNC(=O)Cn1cccc1C(=O)c1ccccc1)C1CCCCC1	.	.	-7.3%	1.1	i	-46.4	21.4	731	-5.4%	i	43.6	0.2	1100	6.3	2.2	9.0
COc1ccc(N2CCN(C(=O)CCCOc3cc(=O)n(C)c4ccccc34)CC2)cc1	-1.13	1104	0.7%	1.2	i	-19.9	.	.	3.9%	i	17.1	-0.7	1414	5.3	3.2	7.6
COc1cccc(/C=C/C(=O)NCCc2ccc3c(c2)OCCO3)c1	-0.02	1197	7.2%	1	i	3.8	-2.9	677	12.8%	i	50.0	-0.6	1141	5.3	2.4	7.1
CC(=O)Oc1ccc(N(C(C)=O)S(=O)(=O)c2cccs2)cc1	-0.02	1307	-5.7%	1.1	i	22.3	0.5	674	12.0%	i	49.2	-0.8	1014	2.5	2.3	0.8
Cc1ccc(CN2CCN(c3ccccn3)CC2)s1	-0.23	891	-6.0%	1.1	i	12.3	-0.5	769	-4.4%	i	38.1	.	.	1.5	1.1	4.6
CCC1CCCCN1S(=O)(=O)c1ccc(S(=O)(=O)N(Cc2cccs2)C2CC2)cc1 (stereo not given)	-1.13	1001	5.3%	1.1	i	12.3	.	.	5.4%	i	7.2	-3.2	885	3.6	4.4	10.4
O=C(CN1C(=O)C2CCc3[nH]c4ccccc4c3C2C1=O)N1CCCC1 (stereo not given)	0.17	1185	22.6%	1.1	i	-15.4	.	.	12.4%	.	.	-5.1	1013	6.0	2.6	11.5
COC(C)(C)c1cc(C(C)(C)C)nc(N)n1	-0.14	1393	10.9%	1	i	-4.7	4.3	754	11.1%	i	10.7	.	.	1.7	1.8	4.3
CCOC(=O)N1CCN(C(=O)c2cc(COc3ccc4ncccc4c3)on2)CC1	-1.33	812	6.4%	1.1	i	13.8	-73.0	607	1.1%	i	50.3	2.9	966	2.7	1.8	3.0

Bioassay records from PubChem BioAssay.
